GLP1R ag: activates the human GLP-1 receptor; P43220; HEK293 GLP-1R CRE-luciferase, luminescence, 4-6 h; cells express a hypersensitive GLP-1R form; Potency, µM (doses to about 45.6 µM), without a hit: at the top dose activation, usual class: activators; 380,000 compounds, 0.007% hits; AID 624172; also: potency is read from the fitted curve at half-maximal effect; % of control where 0% means no effect
Target sequence (P43220 whole entry, looked up): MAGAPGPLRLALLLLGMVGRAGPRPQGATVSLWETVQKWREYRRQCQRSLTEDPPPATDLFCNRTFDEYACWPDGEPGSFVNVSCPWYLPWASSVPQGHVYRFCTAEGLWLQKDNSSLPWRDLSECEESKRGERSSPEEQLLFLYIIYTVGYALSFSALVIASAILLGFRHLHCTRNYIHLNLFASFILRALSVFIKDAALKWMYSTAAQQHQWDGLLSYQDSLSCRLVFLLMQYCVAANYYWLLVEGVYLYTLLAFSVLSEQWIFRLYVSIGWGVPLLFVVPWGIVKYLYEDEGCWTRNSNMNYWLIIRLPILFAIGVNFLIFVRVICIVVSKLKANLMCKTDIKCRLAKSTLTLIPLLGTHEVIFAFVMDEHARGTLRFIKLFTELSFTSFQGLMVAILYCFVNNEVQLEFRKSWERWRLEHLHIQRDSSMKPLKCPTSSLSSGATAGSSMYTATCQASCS
aSyn rescue: rescues yeast growth from alpha-synuclein toxicity. Yeast expressing alpha-synuclein, growth rescue, BacTiter-Glo, 24 h. Potency, µM (titrated, usually from 46.1 µM), for the others: top-dose growth rescue (activation), usual class: activators. 370,000 compounds, 0.14% hits. AID 652106; also: potency is read from the fitted curve at half-maximal effect; % of control where 0% means no effect; nearly all actives have a fitted effect of over 65% in size
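Screening used galactose-induced yeast with toxic alpha-synuclein levels, exposed to compound for 24 hr at 30 deg C. Cell growth, read with BacTiter-Glo luminescence, gave the measured signal.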
PTHR1 ag: activates the human parathyroid hormone receptor PTHR1 | HEK293 GP2 PTHR1 cells, GloSensor cAMP luminescence, 1 h | AID 743266 | Potency, µM (titrated, usually from 115 µM), for the others: top-dose activation, actives largely listed as activators | Q03431 | 410,000 compounds, 0.075% hits; also: potency is read from the fitted curve at half-maximal effect; nearly all actives have a fitted effect of over 55% in size; some results filed as inactive show a strong effect at the top dose; inactives centre near -15; many of its hits are not listed in these tables
Target sequence (Q03431 whole entry, looked up): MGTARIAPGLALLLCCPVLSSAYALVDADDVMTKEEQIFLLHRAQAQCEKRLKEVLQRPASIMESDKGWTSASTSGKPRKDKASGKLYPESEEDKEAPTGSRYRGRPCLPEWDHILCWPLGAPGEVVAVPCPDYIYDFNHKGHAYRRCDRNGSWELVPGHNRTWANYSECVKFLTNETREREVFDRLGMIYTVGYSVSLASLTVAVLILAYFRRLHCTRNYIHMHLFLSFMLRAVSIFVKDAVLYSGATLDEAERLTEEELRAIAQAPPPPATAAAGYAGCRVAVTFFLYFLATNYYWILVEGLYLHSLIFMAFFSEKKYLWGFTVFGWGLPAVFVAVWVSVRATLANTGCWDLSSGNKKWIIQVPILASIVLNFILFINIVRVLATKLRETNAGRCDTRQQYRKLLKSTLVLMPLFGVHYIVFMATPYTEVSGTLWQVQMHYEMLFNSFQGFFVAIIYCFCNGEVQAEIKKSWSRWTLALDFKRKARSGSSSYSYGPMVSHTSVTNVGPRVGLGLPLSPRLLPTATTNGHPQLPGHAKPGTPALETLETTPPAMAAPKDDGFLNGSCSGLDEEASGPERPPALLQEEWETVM
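HEK-293-derived GP2 cells expressing PTHR1 and a GloSensor cAMP reporter, 3,000/well, plated overnight, given luciferin plus IBMX (each 0.5 mM as added) for 1 h at 37 °C, then compound for 1 h at 37 °C. Luminescence was read after 15 min at room temperature.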
DRD3 antagonist: blocks the human D3 dopamine receptor | D3R cells, DiscoveRx beta-arrestin luminescence, antagonist mode; stronger effect = lower value | max response, negative = inhibition, % | 360,000 compounds, 2.5% hits | AID 652054; in the data active = max response below about -50%; inconclusive = no clear call, values can overlap the other calls; also: % is scaled to controls: 0 for no effect and ±100 for the full control effect; mostly tested at two doses, the higher about 12 µM
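Cells plated overnight at 1500 cells/well, then exposed to library compounds with dopamine controls for 90 minutes at 37 degrees C. DiscoveRx reagent added for 30–60 minutes at room temperature; luminescence read, quantitative HTS format.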
GLP1R inv ag: inverse agonists of human GLP-1 receptor; 410,000 compounds, 1.6% hits; P43220; Potency, µM (titrated, usually from 38.3 µM), without a hit: at the highest dose activity change, negative = inhibition, most hits filed as inhibitors; HEK293 GLP-1R CRE-luciferase, luminescence, 24 h; GLP-1R form is constitutively active; also: potency is read from the fitted curve at half-maximal effect; % is scaled to controls: 0 for no effect and ±100 for the full control effect; nearly all actives have a fitted effect of over 55% in size
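Inverse agonism was detected as reduced cAMP-driven luciferase luminescence after 24 h compound treatment. The cells were HEK293 clones expressing constitutively active human GLP-1R with the reporter. Reporter-only and GPR119 cell lines served as counterscreen controls.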
TDP-43 yeast inh: rescues yeast growth from TDP-43 toxicity; 410,000 compounds, 1.8% hits; TDP-43 expressing yeast growth rescue, BacTiter-Glo, 24 h; Potency, µM (doses to about 46.1 µM), without a hit: at the top dose growth rescue (activation), hits mostly activators; AID 652104; also: potency is read from the fitted curve at half-maximal effect; % of control where 0% means no effect; nearly all actives have a fitted effect of over 50% in size
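Cell-based yeast growth screen: TDP-43 expression induced in galactose, inoculum OD600=0.02 after raffinose pregrowth to mid-log. Read-out BacTiter-Glo luminescence at 24 hr, 30 deg C; inhibition of toxicity seen as signal increase.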
DRD3 agonist: activates the human D3 dopamine receptor; P35462; 410,000 compounds, 0.58% hits; max activation, %; D3R DiscoveRx beta-arrestin cells, luminescence, 90 min; in the data active = max activation above about 30%; also: 0% is about no effect; mostly tested at two doses, the higher about 12 µM
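Agonist mode: compounds and dopamine controls were applied to plated cells for 90 min at 37 degrees C after an overnight attachment at 1500 cells/well. Luminescent read-out followed 30 - 60 minutes at room temperature with DiscoveRx detection reagent.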
KB-V1 MDR tox: KB-V1 MDR subline cytotoxicity; KB-V1 MDR cells viability, CellTiter-Glo, 72 h; Potency, µM (highest dose often 46.1 µM), inactives show at the highest dose activity change, negative = cytotoxicity, most hits filed as cytotoxic; 400,000 compounds, 3.4% hits; AID 1347076; also: potency is read from the fitted curve at half-maximal effect; % is scaled to controls: 0 for no effect and ±100 for the full control effect; nearly all actives have a fitted effect of over 60% in size
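Compound-treated KB-V1 multidrug-resistant cells, 72 h, 37 degrees C; viability by CellTiter-Glo. Fitted qHTS curves give the values.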
GLP1R cytotox: cytotoxic in the GLP-1 receptor inverse agonist counter-screen. Potency, µM (doses to about 38.3 µM), for the others: top-dose activity change, negative = inhibition, most hits filed as inhibitors. 410,000 compounds, 0.13% hits. HEK293 cAMP-luciferase reporter cells, luminescence, 24 h. AID 624418;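 also: loss of luciferase light is scored as toxicity; potency is read from the fitted curve at half-maximal effect; % is scaled to controls: 0 for no effect and ±100 for the full control effect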
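MLSMR compounds, 24 hr on cells at 37 deg C/5% CO2; luminescence after luciferase reagent (12 min RT). Inhibition counted as the undesired cytotoxic outcome.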
* = called active by the depositor; [ ] = another dose, or the depositor's remark. Unless noted, calls follow the shape of the dose curve; as a rule, active = well fitted curve in the direction sought with a large enough effect; inconclusive = small, poorly fitted or top-dose-only effect, or another doubt; inactive = no such curve, though single readings can be large; an effect the other way counts as inactive or inconclusive. An excerpt; the hit share may differ from the screen's.

Results for CCc1nc2c(OCc3ccc(Cl)cc3)cccn2c1N(C)C(=O)c1ccncc1 ?
GLP1R ag: -2%; aSyn rescue: -1%; PTHR1 ag: -34%[inhibitor]; DRD3 antagonist: -12; GLP1R inv ag: 12%; TDP-43 yeast inh: -4%; DRD3 agonist: -13; KB-V1 MDR tox: -6%; GLP1R cytotox: -8%

How did CC1=CC(=O)C=C(C)C1=NOS(=O)(=O)c1ccccc1 do in these assays?
GLP1R ag: -48%[inhibitor]; aSyn rescue: -73%[inhibitor]; PTHR1 ag: -6%; DRD3 antagonist: -56*; GLP1R inv ag: inconclusive; TDP-43 yeast inh: -93%[inhibitor]; DRD3 agonist: -9; KB-V1 MDR tox: inconclusive; GLP1R cytotox: -25%

How did Cc1cccc(-c2ccc3[nH]c4c(c3c2)CCN2C[C@@H]([C@H](C)O)[C@@H](N(C)C(=O)NC3CCCCC3)C[C@@H]42)c1 do in these assays?
GLP1R ag: -2%; aSyn rescue: -3%; PTHR1 ag: 4%; DRD3 antagonist: -19; GLP1R inv ag: inconclusive; TDP-43 yeast inh: inconclusive; DRD3 agonist: -8; KB-V1 MDR tox: -8%; GLP1R cytotox: 12%

What do the screens show for `O=C(c1ccco1)N1CCN(c2ncnc3c2nnn3Cc2ccccc2Cl)CC1`?
GLP1R ag: 6%; aSyn rescue: -2%; PTHR1 ag: -11%[57.5 µM]; DRD3 antagonist: 6; GLP1R inv ag: inconclusive; TDP-43 yeast inh: inconclusive; DRD3 agonist: 2; KB-V1 MDR tox: 5.8µM*; GLP1R cytotox: -6%

What do the screens show for `Cc1c(Cl)cccc1NC(=O)CCC(=O)NNC(=O)c1ccccc1Cl`?
GLP1R ag: 0%; aSyn rescue: 3%; PTHR1 ag: inactive; DRD3 antagonist: 16; GLP1R inv ag: 0%; TDP-43 yeast inh: -17%; DRD3 agonist: -8; KB-V1 MDR tox: inconclusive; GLP1R cytotox: 1%

How did CCOC(=O)c1cc2c(C)n(-c3ccc(OCC)cc3)c(C)c2cc(C(=O)OCC)c1=O do in these assays?
GLP1R ag: -12%; aSyn rescue: -9%; PTHR1 ag: -7%; DRD3 antagonist: 4; GLP1R inv ag: -8%; TDP-43 yeast inh: 7%; DRD3 agonist: -2; KB-V1 MDR tox: inconclusive; GLP1R cytotox: -14%

Results for COc1ccc(NC(=O)/C(=C\c2ccc3c(c2)OCO3)NC(C)=O)cc1 ?
GLP1R ag: 5%; aSyn rescue: -2%; PTHR1 ag: inactive; DRD3 antagonist: -27; GLP1R inv ag: 12%; TDP-43 yeast inh: 2%; DRD3 agonist: 0; KB-V1 MDR tox: 14%; GLP1R cytotox: 12%

Results for CC1=Nc2ccccc2/C1=C\c1sc(Nc2ccc(C)cc2)nc1O ?
GLP1R ag: 20%; aSyn rescue: -2%; PTHR1 ag: 0%; DRD3 antagonist: -54*; GLP1R inv ag: inconclusive; TDP-43 yeast inh: 12%; DRD3 agonist: -14; KB-V1 MDR tox: 1.5µM*; GLP1R cytotox: inconclusive

How did COc1cc(/C=N/OCC(=O)Nc2ccc(OC(F)F)cc2)ccc1OCc1ccccc1 do in these assays?
GLP1R ag: 5%; aSyn rescue: -15%; PTHR1 ag: -5%; DRD3 antagonist: -11; GLP1R inv ag: inconclusive; TDP-43 yeast inh: 19%; DRD3 agonist: -2; KB-V1 MDR tox: 8.2µM*; GLP1R cytotox: -27%

Results for O=C(CSc1ccc(F)cc1)NC(=O)c1ccccc1 ?
GLP1R ag: -1%; aSyn rescue: 3%; PTHR1 ag: -16%; DRD3 antagonist: -1; GLP1R inv ag: 14%; TDP-43 yeast inh: inconclusive; DRD3 agonist: -2; KB-V1 MDR tox: -12%; GLP1R cytotox: 2%

What do the screens show for `O=C(N/N=C/C=C/c1ccccc1)c1ccccc1Br`?
GLP1R ag: -16%; aSyn rescue: 2%; PTHR1 ag: inactive; DRD3 antagonist: -3; GLP1R inv ag: 7%; TDP-43 yeast inh: inconclusive; DRD3 agonist: -6; KB-V1 MDR tox: 7%; GLP1R cytotox: -19%

How did CCOC(=O)N1CCC(NC(=O)C2CCN(C(=O)c3cc4oc(C)cc4n3Cc3c(F)cccc3Cl)CC2)CC1 do in these assays?
GLP1R ag: -3%; aSyn rescue: 1%; PTHR1 ag: -62%[inhibitor]; DRD3 antagonist: -4; GLP1R inv ag: inconclusive; TDP-43 yeast inh: 9%; DRD3 agonist: 3; KB-V1 MDR tox: -28%; GLP1R cytotox: -2%

How did O=C(O)c1cn(Cc2ccccn2)c(=O)c2ccccc12 do in these assays?
GLP1R ag: 1%; aSyn rescue: 1%; PTHR1 ag: inactive; DRD3 antagonist: 1; GLP1R inv ag: 7%; TDP-43 yeast inh: -18%; DRD3 agonist: -5; KB-V1 MDR tox: 3%; GLP1R cytotox: 0%

What do the screens show for `O=C(NCc1cc(C(F)(F)F)ccc1Cl)c1cccc2c1C(=O)c1ccc(N3CCOCC3)cc1S2(=O)=O`?
GLP1R ag: 0%; aSyn rescue: -6%; PTHR1 ag: -55%; DRD3 antagonist: 36; GLP1R inv ag: -3%; TDP-43 yeast inh: -12%; DRD3 agonist: 18; KB-V1 MDR tox: -30%; GLP1R cytotox: 14%

Results for Cc1cc2ncn(S(=O)(=O)c3ccc(S(=O)(=O)N4CCCCCC4)cc3)c2cc1C ?
GLP1R ag: 4%; aSyn rescue: 1%; PTHR1 ag: inactive; DRD3 antagonist: -22; GLP1R inv ag: -5%; TDP-43 yeast inh: -8%; DRD3 agonist: -1; KB-V1 MDR tox: -12%; GLP1R cytotox: 2%

Results for Cc1ccc(S(=O)(=O)N2CCC(C(=O)C3C(=O)CCCC3=O)CC2)cc1 ?
GLP1R ag: -1%; aSyn rescue: -11%; PTHR1 ag: inactive; DRD3 antagonist: -3; GLP1R inv ag: -3%[7.66 µM]; TDP-43 yeast inh: -25%[9.22 µM]; DRD3 agonist: 4; KB-V1 MDR tox: inconclusive; GLP1R cytotox: -5%[7.66 µM]

Results for C/C=C/C(=O)N1CC2(CC(c3cccc(NC(=O)CC)c3)=NO2)C[C@H]1C(N)=O (stereo partly drawn) ?
GLP1R ag: 0%; aSyn rescue: -4%; PTHR1 ag: 16%; DRD3 antagonist: -27; GLP1R inv ag: 21%; TDP-43 yeast inh: -8%; DRD3 agonist: -5; KB-V1 MDR tox: 12%; GLP1R cytotox: 6%

What do the screens show for `CCOc1ncccc1C(=O)Nc1ccc2nc(C)sc2c1`?
GLP1R ag: inconclusive; aSyn rescue: -8%; PTHR1 ag: 2%; DRD3 antagonist: -12; GLP1R inv ag: 50%[activator]; TDP-43 yeast inh: -19%; DRD3 agonist: 9; KB-V1 MDR tox: inconclusive; GLP1R cytotox: inconclusive

What do the screens show for `CSc1ccc(NC(=O)CSc2nc3[nH]c(=O)cc(O)c3s2)cc1`?
GLP1R ag: -3%; aSyn rescue: -10%; PTHR1 ag: inactive; DRD3 antagonist: 6; GLP1R inv ag: 19%; TDP-43 yeast inh: 6%; DRD3 agonist: 2; KB-V1 MDR tox: 0%; GLP1R cytotox: 0%

What do the screens show for `CCC1Oc2ccc(C)cc2N(CC(=O)NCCCN2CCOCC2)C1=O` (stereo not drawn)?
GLP1R ag: -3%; aSyn rescue: 7%; PTHR1 ag: -5%; DRD3 antagonist: 6; GLP1R inv ag: 5%; TDP-43 yeast inh: 6%; DRD3 agonist: -10; KB-V1 MDR tox: -3%; GLP1R cytotox: -13%

What do the screens show for `O=C(N/N=C/c1ccccn1)c1cccc(S(=O)(=O)Nc2ccccc2Cl)c1`?
GLP1R ag: -2%; aSyn rescue: -3%; PTHR1 ag: -6%; DRD3 antagonist: -5; GLP1R inv ag: 12%; TDP-43 yeast inh: 28%; DRD3 agonist: -4; KB-V1 MDR tox: -23%; GLP1R cytotox: 3%

What do the screens show for `CN(C)S(=O)(=O)N1CCC(Oc2ccc(C(=O)N3C[C@@H]4CCC[C@H]3C4)cc2)CC1`?
GLP1R ag: 6%; aSyn rescue: 2%; PTHR1 ag: -15%; DRD3 antagonist: -9; GLP1R inv ag: -12%; TDP-43 yeast inh: -13%; DRD3 agonist: 2; KB-V1 MDR tox: 9.2µM*; GLP1R cytotox: 2%

What do the screens show for `Cc1ccc(S(=O)(=O)N(C)C)cc1NC(=O)COC(=O)/C=C/c1ccc2c(c1)OCO2`?
GLP1R ag: -2%; aSyn rescue: -6%; PTHR1 ag: -23%; DRD3 antagonist: 4; GLP1R inv ag: inconclusive; TDP-43 yeast inh: -7%; DRD3 agonist: 7; KB-V1 MDR tox: 4%; GLP1R cytotox: -1%

How did Cc1ccc(CN2CC(C(=O)N3CCN(S(=O)(=O)c4ccc(C)cc4C)CC3)CC2=O)cc1 (stereo not drawn) do in these assays?
GLP1R ag: -5%; aSyn rescue: 4%; PTHR1 ag: -15%; DRD3 antagonist: 3; GLP1R inv ag: -2%; TDP-43 yeast inh: -3%; DRD3 agonist: 3; KB-V1 MDR tox: 16µM*; GLP1R cytotox: -16%

What do the screens show for `CCNS(=O)(=O)c1ccc(CCC(=O)NCc2ccccc2)cc1`?
GLP1R ag: 10%; aSyn rescue: 1%; PTHR1 ag: inactive; DRD3 antagonist: 6; GLP1R inv ag: 2%; TDP-43 yeast inh: 11%; DRD3 agonist: 0; KB-V1 MDR tox: 11%; GLP1R cytotox: -19%

What do the screens show for `Cc1nc(SCC(=O)N2CCN(C(=O)c3ccco3)CC2)c2c(C)c(C)sc2n1`?
GLP1R ag: 1%; aSyn rescue: inconclusive; PTHR1 ag: -29%; DRD3 antagonist: 13; GLP1R inv ag: 0%; TDP-43 yeast inh: -7%; DRD3 agonist: 2; KB-V1 MDR tox: inconclusive; GLP1R cytotox: -13%

Screening results: PubChem, National Center for Advancing Translational Sciences (NCATS)
